SK-BR-3 tox 24h: SK-BR-3 proliferation inhibitors, primary screen, cell-based, human, 24 h; SK-BR-3 viability, CellTiter-Glo ATP luminescence; stronger effect = lower value; viability, % at 10 µM; 0.47% of 41,000 active;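 active means viability at or below the median of all test compounds minus 3 SD, in both replicates if run twice, cut at about 45% in these data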;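 further: 100% = median untreated cell wells and 0% = median positive control drug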
Active calls of the source: *.

Compound | SK-BR-3 tox 24h
Cc1ccc2[nH]c(=O)c(C(c3nnnn3CCc3ccccc3)N3CCOCC3)cc2c1 (centres undefined) | 84
Cc1ccc(C(=O)Nc2nnc(-c3cccs3)s2)cc1C | 93
O=C(c1ccco1)c1cn(CC(=O)N2CCCc3ccccc32)c2ccccc12 | 78
C1=C(C(c2nnnn2C2CCCCC2)N2CCCCC2)COc2ccccc21 (centres undefined) | 109
O=C(Cn1c(=S)nc2ccccn21)N1CCc2ccccc2C1 | 100
Clc1ccccc1OCc1nc(-c2ccncc2)no1 | 102
COc1cccc(NC(=O)Cc2c(O)c3ccccc3[nH]c2=O)c1 | 100
CCCc1cc(=O)n2[nH]c(C)cc2n1 | 116
Cc1ccc(CCNC(=O)C2CCCN(S(=O)(=O)c3c(C)noc3C)C2)cc1 (centres undefined) | 80
CSc1ccccc1NC(=O)c1ccoc1C | 98
O=C(CNC(=O)c1ccco1)OCN1C(=O)c2ccccc2C1=O | 83
COC(=O)CNc1nc(C2CC2)nc2c1nnn2Cc1ccccc1Cl | 87
CCn1c(-c2ccc(C(C)(C)C)cc2)n[nH]c1=S | 90
NC(=O)c1ccc(-n2nnnc2SCc2ccc(F)cc2)cc1 | 118
Cc1cc(C)nc(SCc2nnc(SCC(=O)NCc3ccco3)n2-c2ccccc2)n1 | 123
CCOC(=O)Cc1csc(NC(=O)C(C)(C)C)n1 | 90
CN1CCN(C(=O)c2cnn3c(C(F)(F)F)cc(-c4ccc5c(c4)OCO5)nc23)CC1 | 108
COCCNC(=O)CN(C)S(=O)(=O)c1ccc(Br)cc1 | 85
COc1ccc(-c2noc(CN(C(=O)c3c(-c4ccccc4Cl)noc3C)C(C)C)n2)cc1 | 77
COc1ccc(C2CC(=O)c3cnc(NC(=O)c4cc(OC)cc(OC)c4)nc3C2)cc1 (centres undefined) | 92
COc1cc(C(=O)OCCN2CCOCC2)ccc1O | 87
CCOC(=O)c1c(NC(=O)CN2CCOCC2)sc2c1CC(C)(C)OC2 | 88
NC1C2CN(c3nc4c(cc3F)c(=O)c(C(=O)O)cn4-c3ccc(F)cc3F)CC12 (centres undefined) | 101
CCOC(=O)c1cccc(NC(=O)CCS(=O)(=O)c2cccs2)c1 | 84
COc1ccc(CCNC(=O)CCn2c(=O)[nH]c3cc(OC)c(OC)cc3c2=O)cc1OC | 84
CC(=O)c1cccc(NC(=O)COc2nsnc2N2CCOCC2)c1 | 62
Cc1nc2nc(CSc3nc4ccccc4s3)cc(=O)n2[nH]1 | 94
CCOc1ccc(CN2CCC(C(=O)N3CCN(c4ccccc4F)CC3)CC2)cc1OC | 65
Cc1nnc2sc(-c3ccccn3)nn12 | 128
CCC(C(=O)Nc1ncn[nH]1)(C(F)(F)F)C(F)(F)F | 75
COc1ccc(-c2cc(O)cc(O)c2)cc1 | 93
Cc1ccc(CCN2CC(C(=O)NCc3ccco3)CC2=O)cc1 (centres undefined) | 84
CCOc1ccc(-n2nnnc2SCC(=O)c2ccccc2)cc1 | 104
COc1ccc(Cc2nnc(SCC(=O)NCC3CCCO3)o2)cc1 (centres undefined) | 113
COc1ccccc1OCC(=O)Nc1cccc(C(=O)N2CCOCC2)c1 | 99
CCOc1ccc2[nH]c(=O)c(CN(CCO)C(=O)CC)cc2c1 | 82
CC(C)(C)C(=O)COC(=O)c1cccc(NC(=O)c2ccco2)c1 | 88
Cc1ccc(C)c(N2CCN(S(=O)(=O)c3ccc4c(c3)CCC(=O)N4)CC2)c1 | 71
O=C(NCc1cccc(C(F)(F)F)c1)C1CCCN(c2ncccn2)C1 (centres undefined) | 96
COc1ccc(NC(=O)c2ccc3c(c2)OCO3)cc1Cl | 88
C=CCn1c(-c2ccoc2)n[nH]c1=S | 93
CCc1ccccc1NC(=O)CCc1nc(-c2ccc(C)cc2)no1 | 82
O=C1[C@@H]2C(Cc3ccc(O)cc3)NC3(C(=O)Nc4ccc(F)cc43)[C@@H]2C(=O)N1c1ccccc1 (some centres undefined) | 91
Cc1ccc(N2CC(C(=O)NCCc3ccc(S(N)(=O)=O)cc3)CC2=O)cc1 (centres undefined) | 103
COc1ccc(S(=O)(=O)N2CCC(C(=O)Nc3ccc(OC)c(OC)c3)CC2)cc1C | 89
CCCC(=O)Nc1ccc(N2CCN(C(=O)c3ccccc3C)CC2)cc1 | 90
O=C(CN1C(=O)COc2ccccc21)Nc1ccc2c(c1)OCCO2 | 135
NC(=O)C[C@@H]1N[C@]2(C(=O)Nc3ccccc32)[C@@H]2C(=O)N(C3CCCCC3)C(=O)[C@H]12 | 97
N#CC1=C2SCC(O)(c3ccccc3)N2C(=O)CC1c1ccccc1 (centres undefined) | 67
O=C(O)CCc1ccc(-c2cccs2)n1NC(=O)c1ccc(Cl)cc1 | 77

Some of these compounds in order of number of heavy atoms, smallest number first.
Compound | SK-BR-3 tox 24h
COc1cc(C(=O)OCCN2CCOCC2)ccc1O | 87
NC(=O)c1ccc(-n2nnnc2SCc2ccc(F)cc2)cc1 | 118
O=C1[C@@H]2C(Cc3ccc(O)cc3)NC3(C(=O)Nc4ccc(F)cc43)[C@@H]2C(=O)N1c1ccccc1 (some centres undefined) | 91

Next part
Compound | SK-BR-3 tox 24h
Cc1ccc(NC(=O)c2ccc(OC(=O)c3ccco3)cc2)cc1 | 94
CC(=O)c1ccc(NC(=O)N[C@@H](Cc2ccccc2)C(=O)O)cc1 | 90
O=C1CCC(C(=O)N(c2ccccc2)C2(C(=O)NC3CCCCC3)CCCCC2)N1 (centres undefined) | 69
CC(=O)Oc1c(Cl)c(N2CCOCC2)c(OC(C)=O)c2ccccc12 | 92
C=CCNc1nc(Nc2ccc(OC)cc2OC)nc(OCC)n1 | 84
CCOC(=O)C(NC(C)=O)(Nc1ccc(S(=O)(=O)Nc2nccs2)cc1)C(F)(F)F (centres undefined) | 97
CC(C)CC1NC(=O)N(CC(=O)N2CCN(S(=O)(=O)c3ccc4ccccc4c3)CC2)C1=O (centres undefined) | 109
CCOc1ccccc1NC(=O)CN(c1ccc(OC)cc1)S(=O)(=O)c1c(C)noc1C | 100
CCC(NC(=O)Nc1nnc(C(F)(F)F)s1)(C(F)(F)F)C(F)(F)F | 101
Cn1c(/N=C/c2cc(Cl)ccc2O)nc2ccccc21 | 112
O=C(CCNS(=O)(=O)c1cccc2nsnc12)NCc1cccs1 | 80
COc1cccc(C(=O)N2CCN(C(=O)c3cccs3)CC2)c1OC | 109
O=C(COc1ccccc1)N(Cc1cc2ccccc2[nH]c1=O)CC1CCCO1 (centres undefined) | 72
CCN1CCCC1CNc1ncnc2c1[nH]c1ccc(Cl)cc12 (centres undefined) | 80
CC1(C)OC(=O)N(Cc2ccco2)C1(C)O (centres undefined) | 91
O=C(O)c1ccc(COCC(F)(F)F)cc1 | 109
O=C(CCNC(=O)Cn1cnc2ccccc2c1=O)NCCC1=CCCCC1 | 83
COc1cc(C2CC(=O)C=C(O)C2)cc(OC)c1OC (centres undefined) | 78
COCCn1nnnc1CN1CCN2CCCC2C1 (centres undefined) | 88
Cc1ccc2c(c1)nnn2C1CCN(S(=O)(=O)c2ccc(C(=O)NC3CCCC3)cc2)CC1 | 75
CSc1nc(N)nc(SCC(=O)c2ccccc2)c1C#N | 95
CCOC(=O)c1cc(=O)n2[nH]c(-c3ccc(C)cc3)cc2n1 | 97
Cc1ccc(NC(=O)CCn2nc(C)cc2C)c(C)c1 | 79
COc1ccccc1C1/C(=C(/O)c2ccc(OC(C)C)cc2)C(=O)C(=O)N1c1cc(C)on1 (centres undefined) | 78
CCc1cc2c(N[C@@H](C)C(=O)O)ncnc2s1 | 91
COc1ccc(N(CC(=O)Nc2ccc(OC)c(Cl)c2)S(=O)(=O)c2c(C)noc2C)cc1 | 76
O=C1CCCc2nc(N3CCc4ccccc43)ncc21 | 72
CCOc1ccc(Nc2oc(-c3cccs3)nc2C#N)cc1 | 90
CCC(=O)c1ccc(OCC(O)CN2CCN(S(=O)(=O)N3CCCCC3)CC2)cc1 (centres undefined) | 91
O=C(CCNS(=O)(=O)c1ccccc1F)NCc1ccc2c(c1)OCO2 | 84
O=C(NCCN1CCOCC1)c1ccc(=O)oc1 | 91
COc1ccc2cc(C(c3nnnn3CC3CCCO3)N3CCOCC3)c(=O)[nH]c2c1 (centres undefined) | 103
O=C(COC(=O)c1cnccn1)c1ccc(OC(=O)c2ccccc2)cc1 | 77
CCOc1cc(S(=O)(=O)NCCc2cccc(C)c2)c(OCC)cc1-n1cnnn1 | 83
Cc1ccc(C)c(NC(=O)CCN2CCOCC2)c1 | 110
C=CCc1cccc2cc(C(=O)N3CCN(C(=O)c4ccco4)CC3)c(=O)oc12 | 99
CC(=O)c1cc(F)c(N2CCN(C(=O)Cc3ccccc3)CC2)cc1C | 81
CCN(CC)Cc1c(C(=O)OC)nnn1-c1nonc1N | 91
Cc1cc(C)n2cc(CSc3nnc(-c4ccccc4)o3)nc2n1 | 93
O=C(NCc1ccccc1)c1cccc(S(=O)(=O)N2CCOCC2)c1 | 92
CCC(c1nnnn1C(C)(C)CC)N(CCCO)Cc1cc2cc(C)cc(C)c2[nH]c1=O (centres undefined) | 88
COCc1nnc(NC(=O)C(C)C)s1 | 88
O=S(=O)(c1ccccc1)N1C2CCC1CC(O)(c1cccnc1)C2 (centres undefined) | 104
O=C1CCCC2=C1C(c1cn(-c3ccccc3)nc1-c1cccs1)c1c([nH]c(=O)[nH]c1=O)N2 (centres undefined) | 100
Cc1nc2ccc(F)cc2cc1C(=O)NCc1ccco1 | 97
COCc1cc(=O)n2c([nH]c3ccccc32)c1C#N | 101
Cc1cc2n(n1)C(c1sccc1C)Nc1ccccc1-2 (centres undefined) | 99
O=C1C2C3C=CC(O3)C2C(=O)N1CC(O)c1ccccc1 (centres undefined) | 116
CN1/C(=C\C(=O)COc2ccc3c(c2)OCO3)C(C)(C)c2ccccc21 | 106
COc1ccc2[nH]c(C(=O)O)c(CCC(=O)O)c2c1 | 85

Further entries:
Compound | SK-BR-3 tox 24h
Cc1ccc(Nc2ncc3c(n2)CC(c2ccco2)CC3=O)c(C)c1 (centres undefined) | 84
O=C(Nc1ccc2c(c1)Cc1ccccc1-2)c1ccco1 | 91
O=c1[nH]cnc2scc(C3COc4ccccc4O3)c12 (centres undefined) | 102
CSc1ccccc1-n1nnnc1SCC(=O)NCc1cccs1 | 92
COc1ccc(OC)c(NC(=O)CN(c2ccc(C)cc2)S(=O)(=O)c2c(C)noc2C)c1 | 58
COc1ccc(N2CCN(C(=O)Cn3nnc(-c4ccc(OC)c(OC)c4)n3)CC2)cc1 | 84
CN(CC(=O)NC1CCCCC1)S(=O)(=O)c1cccc2nsnc12 | 80
CCCn1c(=O)c(C(=O)Nc2cnccn2)c(O)c2ccccc21 | 111
CN(C)c1ccc(C=NCC2(O)CCOC(C)(C)C2)cc1 (centres undefined) | 89
CC(C)N1C(=O)C2C(C(=O)NC3CCCCC3)C3C=CC2(O3)C1C(=O)NC1CCCCC1 (centres undefined) | 99
C=CCOc1nc2c(c(=O)n(C)c(=O)n2C)n1Cc1ccccc1Cl | 100
CCN1CCN(C(=O)Nc2ccc(Cc3ccc(NC(=O)N4CCN(CC)CC4)cc3)cc2)CC1 | 97
CC1C2CC(C(S(=O)(=O)N3CCOCC3)C2=O)C1(C)C (centres undefined) | 93
Cc1ccc(S(=O)(=O)NCCN=C(CN2CCOCC2)NS(=O)(=O)c2ccc(C)cc2)cc1 | 111
CCc1cccc(C)c1NC(=O)CCCC(=O)O | 98
COc1ccccc1NC(=O)CSc1nnc(Cc2ccccc2)o1 | 89
Cc1[nH]n2c(=O)c3c(nc2c1-c1ccccc1)CCC3 | 80
Cc1ccc(NC(=O)N(CCCN2CCOCC2)Cc2cc3cc4c(cc3[nH]c2=O)OCO4)cc1 | 88
Nc1nonc1C(=O)NCCNCc1cc(Br)ccc1OCc1ccccc1F | 80
CCCC(CCC(=O)OC)(C(=O)OCC)c1csc(N)n1 (centres undefined) | 94
COc1ccc(-c2nnc(NC(=O)c3ccc(S(=O)(=O)N4CCc5ccccc5C4)cc3)o2)cc1 | 67
COc1cc(Cn2ccnc2)c(OC)cc1Cn1ccnc1 | 88
COCCn1c(Cc2ccccc2)nnc1SCC(=O)NC(C)(C)C | 97
O=C(O)CN1CCOCCOCCN(CC(=O)O)CCOCCOCC1 | 83
O=C(c1csc(Nc2ccccc2Cl)n1)N1CCCC1 | 97

Shown field by field: entries from further up
> Cc1ccc(C(=O)Nc2nnc(-c3cccs3)s2)cc1C
  SK-BR-3 tox 24h: 93

> O=C(COc1ccccc1)N(Cc1cc2ccccc2[nH]c1=O)CC1CCCO1 (centres undefined)
  SK-BR-3 tox 24h: 72

> C=CCNc1nc(Nc2ccc(OC)cc2OC)nc(OCC)n1
  SK-BR-3 tox 24h: 84

> COc1ccc(OC)c(NC(=O)CN(c2ccc(C)cc2)S(=O)(=O)c2c(C)noc2C)c1
  SK-BR-3 tox 24h: 58

Continuation.
Compound | SK-BR-3 tox 24h
COc1ccccc1NC(=O)C1=C(C)Nc2ncnn2C1c1ccccc1C (centres undefined) | 77
Cc1cccc(S(=O)(=O)Nc2nc3ccccc3nc2NCc2ccco2)c1 | 90
Cn1c(=O)oc2cc(S(=O)(=O)Nc3cccc4c3CCCC4)ccc21 | 103
Cc1nc2ccccc2c(=O)n1NC(=O)c1c(O)c2c(n(CC(C)C)c1=O)CCCC2 | 96
Cc1cccc(N(CC(=O)NC2CCCCC2)C(=O)CCC(=O)Nc2ccccn2)c1 | 109
CCOC(=O)Cc1csc(NC(=O)CSc2nnc(-c3ccc(C)cc3)o2)n1 | 104
COC(=O)C1=CN(C2CC2)C=C(C(=O)OC)C1c1ccccc1OC | 108
CCC(NC(=O)c1ccccc1NC(=O)c1ccco1)C(=O)O (centres undefined) | 92
Cc1ccc(C(=O)NCc2occc2C(=O)O)o1 | 94
O=C(CSc1nnnn1C1CCCCC1)NCc1ccco1 | 76
COc1ccc(N(Cc2ccco2)C(=O)c2ccccc2F)cc1OC | 84
O=C(NCc1ccccn1)c1ccc(NC(=O)c2ccco2)cc1 | 95
O=C(CCc1ccccc1)Nc1ncn[nH]1 | 80
CCN(CC)CCNCc1ccc(-c2ccc(Cl)cc2)o1 | 78

An excerpt, so the mix of outcomes need not match the whole.
